Compound activity from PubChem.
FN deposition inh – fibronectin deposition inhibition; AH1F fibroblasts, Alexa488-fibronectin deposition fluorescence, overnight; inhibition, % at 12.6 µM; 350,000 compounds, 0.086% hits; AID 743247;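 active means mean inhibition across replicates of 30% or more, regardless of how many single replicates reach that level; inconclusive means mean under 30% yet at least half of replicates reach 30%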;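 further: positive control wells lacked labelled fibronectin entirely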
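Material: AH1F fibroblast monolayer depositing Alexa488-labelled fibronectin into matrix / Amount: 10000 AH1F cells per well / Signal: fluorescence 485/525 nm / Medium: DMEM, 2% serum / Compound: single dose, pinned / Incubation: 1 h cell adhesion before compound, then overnight fibronectin incubation / Reagent: Alexa488-FN, 24 nM final / Read-out: inhibition of fibronectin deposition signal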
miR-122 sensor – miR-122 inhibition in Huh7 cells. Huh7 miR-122 Renilla luciferase sensor, 48 h; neutral wells = 0, positive control = 100. activation (reporter increase), % at 12.5 µM. 340,000 compounds, 0.3% hits;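 active means mean replicate activation score at least 90 and every replicate individually at or above 90; inconclusive means only one of the two criteria met; inactive means neither criterion met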;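 further: higher luciferase means less miR-122 activity so hits act as miR-122 inhibitors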
C2C12 statin – suppression of simvastatin myotoxicity. rescue of ATP level, % at 7.49 µM. 330,000 compounds, 0.78% hits. AID 602340. C2C12 myotubes + simvastatin, ATP luminescence, 48 h; scaled: DMSO 0, geranylgeraniol control 100;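 active means mean ATP rescue above about 67%, or every replicate alone reaching that limit, limit read from the data, passing the limit was not always enough; inconclusive means no clear call, values can overlap the other calls; inactive means mean under the limit and some replicate under it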;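 further: myotubes were challenged with 10 µM simvastatin during compound exposure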
Cneo AK release – causes C. neoformans cell lysis. adenylate kinase release luminescence, 4 h; normalised: neutral wells 0, clomiphene wells 100. lysis activity, % at 15 µM. 360,000 compounds, 0.2% hits;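 active means mean lysis activity across replicates of at least 80%, whatever share of replicates individually reach that level; inactive means mean lysis activity below 80%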
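Assay system: log-phase C. neoformans yeast / Quantity: yeast cell density of 5 × 10^6 cells/mL / Medium: fresh YPD growth medium / Compound: single dose / Timing: static 4 h at 37 °C with compound, 1 h detection / Measured by: adenylate kinase release luminescence / Read-out: lysis from increased AK signal / Benchmarks: Clomiphene as positive lysis control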
PglD DTNB – inhibitors of Campylobacter jejuni PglD acetyltransferase | purified PglD enzyme, DTNB colorimetric CoA detection | inhibition, % at 12.5 µM | 360,000 compounds, 0.098% hits | AID 602405; in the data active means inhibition above about 16%, passing the limit was not always enough; inconclusive means no clear call, values can overlap the other calls; further: strong numbers were not always called active
GSIS activator – GLuc luminescence reporter in INS-1E cells, primary screen for activators of glucose-dependent secretion of insulin. INS-1E GLuc reporter insulin secretion, 2-3 h. activation, % at 16.6 µM. 370,000 compounds, 0.61% hits. AID 743287;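 active means lowest replicate activation of at least 40%, so every replicate reaches that level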;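 further: 0% = median of neutral control wells and 100% = median of IBMX positive control wells; some compounds called inactive have numbers as strong as hits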
PGC1a acetyl inh – lowers PGC1a acetylation signal in U2OS cells. inhibition, % at 15.6 µM. 350,000 compounds, 0.17% hits. AlphaScreen anti-acetyl-lysine; with virally co-expressed GCN5 acetyltransferase;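 active means every replicate shows inhibition of at least 40%; inconclusive means mean inhibition at least 40% but some replicate below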;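 further: 0% = neutral control wells and 100% = positive control wells; some results beyond the cut were filed as inactive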
F508del corr – correctors of CFTR F508del function in bronchial epithelial cells. 350,000 compounds, 0.36% hits. activity (quench increase), % at 7.58 µM. AID 720511. CFBE cells, YFP halide quenching; stimulated with forskolin plus potentiator P3; % fluorescence drop versus neutral controls;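 active means mean added fluorescence quench of at least 8% versus neutral control, with both replicates also reaching 8%; inconclusive means only one of the mean or replicate conditions met; inactive means mean below 8% and not both replicates reaching 8%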;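 further: cells transiently co-express mutant CFTR-F508del with the halide-sensitive YFP; corrector assay measuring rescue of mutant channel to the surface after 24 h compound exposure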
Active calls of the source: *; ? = inconclusive; . = not tested or not shown; & = joins results of further samples; [ ] = dose if it differs, or a comment. Compounds were not picked by outcome; any-hit rate near 2.1%.

SMILES,PglD DTNB,FN deposition inh,miR-122 sensor,C2C12 statin,Cneo AK release,GSIS activator,F508del corr,PGC1a acetyl inh
C[C@@H]1CN([C@@H](C)CO)C(=O)c2cccc(NC(=O)NC3CCCCC3)c2O[C@@H]1CN(C)Cc1ccc(C(=O)Nc2ccccc2N)cc1,-13,.,52[16.7 µM],-211,0,-1,3.6,1
CCOc1ccc(S(=O)(=O)N2CCC(C(=O)NCC3CCCO3)CC2)cc1 (stereo unspecified),-6,7,-1,17,-3,2,0.8,-1
COc1ccc(CCNC(=O)CCc2nnc(Cc3ccc4c(c3)OCO4)o2)cc1,1,2,-4,-17,8,-10,2.8,0
COc1cc(NC(=O)N2c3ccccc3Sc3ccccc32)c(C(=O)O)cc1OC,-1,6,.,12,-2,-10,2.6,.
CCCCOc1ccc(-c2nc(SCC(N)=O)n[nH]2)cc1,-5,.,-4,-26,2,.,.,5
CCc1ccc(NC(=O)CSc2nc3cc(C(=O)OC)ccc3c(=O)n2CC2CCCO2)cc1 (stereo unspecified),-8,16,18,5,3,.,.,-3
C[C@@H]1CN([C@@H](C)CO)S(=O)(=O)c2ccc(C#Cc3ccncc3)cc2O[C@H]1CN(C)C,2,-18,-11[16.7 µM],6,28,0,1.9,17
CSc1cccc(N2CC(C(=O)N(CC(C)C)c3c(N)n(Cc4ccccc4)c(=O)[nH]c3=O)CC2=O)c1 (stereo unspecified),-2,-4,0,13,1,-16,4.9,-16
COc1cccc(OC)c1C(=O)Nc1ccccc1Sc1ccccc1,7,-14,-4,.,-1,-20,7.8,-1
C[C@@H]1CCCCO[C@@H](CN(C)C(=O)NC2CCCCC2)[C@H](C)CN([C@H](C)CO)C(=O)c2cc(NC(=O)c3ccncc3)ccc2O1,-1,.,-8[16.7 µM],.,4,-20,1.6,-10
CO[C@@H]1CN(C)C(=O)c2cc(NC(C)=O)ccc2OC[C@H](C)N(C(=O)C2CC2)C[C@H]1C,3,-13,-1[16.7 µM],-11,0,14,0.6,12
O=C(N[C@@H](Cc1c[nH]c2ccccc12)C(=O)O)c1ccccc1Cl,.,6,.,.,.,5,0.6,1
CCN1C(=O)C(Cc2nc3ccccc3c(=O)n2-c2ccccc2)c2ccccc21 (stereo unspecified),0,2,7,.,-8,.,.,.
Cc1ccc(S(=O)(=O)N(C)C[C@@H]2Oc3ccc(NC(=O)Nc4ccc(F)cc4)cc3C(=O)N([C@@H](C)CO)C[C@@H]2C)cc1,2,.,-2[16.7 µM],-36,-1,2,1.8,-21
C[C@H](CO)N1C[C@H](C)[C@@H](CN(C)C(=O)Nc2ccc(F)cc2)Oc2ccc(NC(=O)C3CC3)cc2C1=O,-10,.,15[16.7 µM],32,1,14,-0.6,7
Cc1ccc(S(=O)(=O)Nc2ccc3c(c2)CC(=O)N([C@@H](C)CO)C[C@H](C)[C@@H](CN(C)S(=O)(=O)c2ccc(Cl)cc2)O3)cc1,0,.,-10[16.7 µM],27,-4,10,-1.1,-15
O=C(CNC(=O)c1ccc2ccccc2c1)NCc1ccccc1F,1,.,-4,.,0,4,0.0,0
C[C@@H]1CN([C@H](C)CO)C(=O)c2ccccc2-c2ccccc2CO[C@@H]1CN(C)Cc1ccccc1C(F)(F)F,.,-8,.,.,.,3,0.4,-39
C[C@H](CO)N1C[C@H](C)[C@@H](CN(C)C(=O)Nc2cccc3ccccc23)Oc2ccc(NC(=O)C3CC3)cc2CC1=O,-1,.,-2[16.7 µM],19,-18,-3,0.2,-3
CC(C)c1[nH]nc2c1C(c1cccc(OC(=O)N3CCOCC3)c1)C(C#N)=C(N)O2 (stereo unspecified),4,.,-3,0,0,-4,.,19
O=C(O)Cc1csc(-c2cccc(Oc3ccccc3)c2)n1,4&0,12&8,-5&-12,0&-12,-3&2,1&-3,1.2&-0.1,-17&-1
COc1ccccc1CNC(=O)C[C@H]1CC[C@@H](NC(C)=O)[C@@H](CO)O1,0,3,.,-6,2,-7,0.1,6
CC(C)C[C@H](NC(=O)c1nc[nH]c1C(=O)NCC(=O)OCc1ccccc1)C(=O)OCc1ccccc1,-1,10,-1,3,-2,-15,0.4,4
COc1cc(C(=O)N(C)C2CCCCC2)cc(OC)c1OC,12,1,0,3,1,.,7.7,3
CCN(Cc1ccccc1)S(=O)(=O)c1ccc(OC)c2ncccc12,2,-8,2,.,-1,30,-0.9,-1
COC(=O)C1(C)NC(c2ccc(O)cc2)C2C(=O)N(c3ccccc3)C(=O)C21 (stereo unspecified),1,5,-1,4,-1,15,-1.6,.
N#C[C@@H]1[C@@H](c2ccc(-c3ccccc3F)cc2)[C@@H](CO)N1C(=O)C1CCC1,0,9,.,-3,0,6,4.6,0
O=C(OCc1ccccc1)N1CCC2CC1c1cc(Cl)ccc12 (stereo unspecified),3,7,8,-1,0,-8,1.2,8
O=C(O)c1ccc(NN=Cc2cc(=O)[nH]c(=O)[nH]2)cc1,-13,-4,.,2,-5,2,0.4,-1
O=C(OCn1nnc2ccccc2c1=O)c1ccc(F)c(S(=O)(=O)N2CCOCC2)c1,5,-5,0,4,0,-3,0.4,-2

SMILES,PglD DTNB,FN deposition inh,miR-122 sensor,C2C12 statin,Cneo AK release,GSIS activator,F508del corr,PGC1a acetyl inh
Cc1ccc(NC(=O)CN(C)C(C)C(=O)N2CC(C)CC(C)C2)cc1 (stereo unspecified),-1,0,.,7,3,.,2.4,-10
O=C1CN(C(=O)COC(=O)c2cccnc2Cl)c2ccccc2N1,5,-8,8,-1,-4,-6,2.4,-1
CCOC(=O)c1c(NC(=O)Cn2nc(C(F)(F)F)cc2C)sc(C)c1C,8,3,4,-4,9,61*,.,.
CCCC#Cc1ccc2c(c1)O[C@H](CN(C)Cc1cncnc1)[C@@H](C)CN([C@H](C)CO)S2(=O)=O,-1,4,37[16.7 µM],-28,45,-35,-3.1,0
Cc1ccccc1NC(=S)Nc1cccc([N+](=O)[O-])c1,1,.,.,-8,8,17,.,.
O=C(CNC(=O)c1cccc(Cl)c1)N/N=C/c1cccnc1,5,-4,5,0,-3,1,-0.6,5
O=C(C[C@H]1C=C[C@H](NC(=O)c2ccccc2)[C@@H](CO)O1)NCc1ccncn1,-2,.,.,-9,-2,10,1.1,-10
COc1ccc(CCNC(=O)C2CCCN(c3nc(C)cc(C)n3)C2)cc1 (stereo unspecified),.,6,-2,5,.,1,-1.3,-4
Cc1sc(NC(=O)c2cccs2)nc1-c1ccccc1,1,19,-4,0,-2,.,.,-80
Nn1c(SCC(=O)Nc2ccccc2F)nnc1C1CCCCC1,-2,-11,8,-7,0,8,-0.2,-10
Cc1cc(C)n(-c2ccc(C(=O)Oc3ccc4c(c3)OCO4)cc2)n1,0,-10,.,?,-2,.,.,-2
COc1ccc(CNC(=O)CCNC(=O)N2CC(=O)Nc3ccccc32)cc1,0,0,3,1,1,-16,2.0,.
Cc1nn(CC(=O)NCCCN2CCCC2=O)c(C)c1[N+](=O)[O-],3,-3,0,20,1,4,-1.5,-3
CCOc1ccc(NC(=O)CN(C)C(=O)CC(NC(=O)c2ccccc2)c2ccccc2)cc1OCC (stereo unspecified),1,4,-2,-22,0,-22,-4.5,-11
Cn1c(C(=O)NCCc2c[nH]c3ccccc23)cc2sccc21,2,3,-9,-2,-7,1,-0.5,10
CC(Cc1ccccc1)C(=O)N(C)Cc1ccccc1 (stereo unspecified),2,10,-2,6,2,5,-0.1,-1
CCn1ncc(Br)c1C(=O)Nc1ccc(F)c([N+](=O)[O-])c1,-5,0,2,.,5,6,.,-1
COc1ccc(C#Cc2cnc3c(c2)C(=O)N([C@H](C)CO)C[C@H](C)[C@@H](CN(C)C(=O)c2ccccc2F)O3)cc1,-1,-5,-1[16.7 µM],-1,48,0,-0.7,4
CCCCCCN1C(=O)CC(NC(=O)OCC2c3ccccc3-c3ccccc32)C/C=C\C1C(C)C (stereo unspecified),-1,-5,9,-9,5,-14,-2.5,0
O=C(Nc1ccc(Br)cn1)c1ccc([N+](=O)[O-])o1,.,3,.,.,.,-10,-0.7,-37
CCCCOc1ccc(S(=O)(=O)Nc2ccc(NC(C)=O)cc2)cc1,4,.,205*,5,0,.,.,.
COc1ccccc1N1CCN(C(=O)CCCn2c(=S)[nH]c3ccccc3c2=O)CC1,7,6,-8,-5,0,21,3.6,.
CN1c2ccc(-c3ccc(C#N)cc3)cc2[C@@H]2[C@@H](CCN2C(=O)Nc2ccccc2F)[C@@H]1CO,0,-1,-2[16.7 µM],14,5,-25,-0.3,7
Cc1ccc(S(=O)(=O)N(CCO)Cc2cc3ccc(C)c(C)c3[nH]c2=O)cc1,-5,13,5,-13,1,22,.,-7
Cc1ccc(CNC(=O)CCc2ccc(S(=O)(=O)NCC(C)C)cc2)cc1,1,0,.,.,1,-13,1.4,.
CCN(CC)S(=O)(=O)c1ccc(-c2nnc(SCC(=O)Nc3nnc(C)s3)n2CC)cc1,.,8,1,.,.,39,.,7
CCCCn1nc(C(=O)Nc2ccc3c(c2)OCO3)c2ccccc2c1=O,6,-3,-1,-7,-4,-8,-1.1,14
COc1ccc(C2=CC(c3ccc(Cl)cc3)n3cnnc3N2)cc1OC (stereo unspecified),-18,6,-6,.,0,.,.,-2
CC(=O)Nc1ccc(OC(=O)c2cccnc2)cc1,0,4,1,4,8,.,.,-7
S=C(Nc1ccccc1)Nc1nccs1,-1,13,-6,2,0,-8,5.0,-5

SMILES,PglD DTNB,FN deposition inh,miR-122 sensor,C2C12 statin,Cneo AK release,GSIS activator,F508del corr,PGC1a acetyl inh
CCC(=O)N1[C@H](CO)[C@@H](c2ccc(-c3cccc(F)c3)cc2)[C@H]1CNC(C)=O,2,2,14[16.7 µM],-10,2,-2,0.8,-8
Cc1cccc(S(=O)(=O)N2CC[C@@H]3[C@H](CO)N(C)c4ccc(-c5ccc(C#N)cc5)cc4[C@@H]32)c1,-1,10,-4[16.7 µM],17,1,10,4.9,-10
O=C(Nc1ccccc1SC(=O)c1ccccc1)c1ccccc1,-5,-6,11,15,-1,.,0.6,-2
CC(C)OCCCN(C)C1CCN(S(=O)(=O)c2ccc(-c3cc(C(F)(F)F)no3)s2)CC1,4,20,-7,-28,55,40,2.0,-11
CCCNC(=O)c1cccc(NC(=O)C(C)C)c1,-2,-5,-3,3,2,10,-0.4,2
COc1ccc(NC(=O)N[C@@H]2CC[C@@H](CCn3cc(C4(O)CCCC4)nn3)O[C@H]2CO)cc1,-5,11,.,-7,0,11,-0.2,-5
